High-throughput results as filed in PubChem.
S1P2 antag – S1P2 (human) receptor antagonism; actives 0.21% (n = 97,000); O95136; inhibition, % at 5 µM; cell-based S1P2 antagonist assay, inhibition at 5 uM; in the data active = inhibition above about 45%;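 note: CRE beta-lactamase reporter cells expressing human S1P2 stimulated with S1P; 0% = agonist at EC80 alone and 100% = agonist plus reference antagonist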
Target sequence (O95136 whole entry, looked up): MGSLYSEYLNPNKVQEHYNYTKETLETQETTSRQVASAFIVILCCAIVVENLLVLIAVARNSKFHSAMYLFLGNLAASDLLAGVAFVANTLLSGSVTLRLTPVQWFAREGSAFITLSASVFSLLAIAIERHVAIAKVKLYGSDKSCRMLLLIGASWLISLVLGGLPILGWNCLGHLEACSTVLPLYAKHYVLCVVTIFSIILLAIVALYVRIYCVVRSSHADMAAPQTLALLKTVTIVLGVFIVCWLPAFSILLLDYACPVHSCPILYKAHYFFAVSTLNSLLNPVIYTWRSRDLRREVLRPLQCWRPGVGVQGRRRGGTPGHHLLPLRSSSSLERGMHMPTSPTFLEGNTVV
PostGolgi yeast – growth inhibition of a yeast mutant, post-Golgi transport screen; post-Golgi transport phenotypic cell assay; inhibition, % at 10 µM; actives 0.9% (n = 98,000);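 note: yeast cells grown in 1536-well plates; yeast grown about 18 h at 30C before absorbance read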
DAT uptake mod – modulates human dopamine transporter uptake under cocaine; Q01959; LLC-PK1 hDAT cells, [14C]-dopamine uptake with cocaine IC80; actives deviate in either direction; B-score at 10 µM; actives 1.3% (n = 110,000); AID 449768;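 active = Z score or B-score, a plate-position-corrected score, falls beyond the plate's 99.7% confidence bounds, in either direction; inactive = both scores lie inside the 99.7% bounds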;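 note: scored against the spread of the other compound wells on the same plate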
sEH inhibitor – inhibitors of human soluble epoxide hydrolase | P34913 | recombinant human sEH enzymatic activity assay | inhibition, % at 2 µM | actives 0.34% (n = 91,000) | AID 707; in the data active = inhibition above about 80%; note: values of inactives mirror those of a sister screen read the other way; many of its hits are not listed in these tables
CYP2C19 inhib – human CYP2C19 inhibition | CYP2C19 Supersomes, luciferin-H EGE luminescence, 30 min | inhibition, % at 5 µM | actives 21% (n = 96,000);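 active = CYP2C19 inhibition above a set limit at 5 µM in the primary screen, cut at about 50% in these data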;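 note: plate controls were negative control wells for no effect and 2.5 mM tranylcypromine positive control for full effect; values of inactives mirror those of a sister screen read the other way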
Target sequence (P33261 whole entry, looked up): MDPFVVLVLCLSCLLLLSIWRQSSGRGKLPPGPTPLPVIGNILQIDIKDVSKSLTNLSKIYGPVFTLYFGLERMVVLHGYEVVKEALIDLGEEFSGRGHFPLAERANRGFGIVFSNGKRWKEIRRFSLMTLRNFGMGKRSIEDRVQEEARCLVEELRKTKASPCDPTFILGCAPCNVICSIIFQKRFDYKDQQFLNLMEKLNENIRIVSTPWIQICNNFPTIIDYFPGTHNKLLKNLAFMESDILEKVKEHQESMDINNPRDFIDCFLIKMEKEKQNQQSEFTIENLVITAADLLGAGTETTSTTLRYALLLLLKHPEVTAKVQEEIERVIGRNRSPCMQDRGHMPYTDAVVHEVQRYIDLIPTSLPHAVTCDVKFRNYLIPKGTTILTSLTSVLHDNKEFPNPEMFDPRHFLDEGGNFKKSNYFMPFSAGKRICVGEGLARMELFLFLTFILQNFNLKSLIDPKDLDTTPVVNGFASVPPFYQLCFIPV
PostGolgi ctrl – growth of the yeast control strain, post-Golgi counter-screen; efflux-deficient yeast background strain, growth absorbance A615, 16 h; inhibition, % at 10 µM; actives 5% (n = 98,000)
sEH activator – soluble epoxide hydrolase (human) activation. P34913. purified human sEH enzymatic activity, activator screen. activation, % at 2 µM. actives 0.04% (n = 91,000); in the data active = activation above about 37%; note: values of inactives mirror those of a sister screen read the other way
S1P2 ag – activates the human S1P2 receptor | O95136 | S1P2-expressing cell line, agonist reporter read-out | activation, % at 4.5 µM | actives 0.46% (n = 97,000) | AID 729; in the data active = activation above about 16%;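 note: 0% = vehicle low control and 100% = maximal reference agonist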
CYP2C19 activ – increases human CYP2C19 enzyme activity; recombinant CYP2C19, luciferin-H EGE luminescence; stronger effect = higher value; 0 = fully inhibited enzyme, 1 = untreated enzyme; 96,000 tested, under 10 active; activation factor at 5 µM;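 active = activation factor of at least 2 at 5 µM in the primary screen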;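 note: 0 = wells with 2.5 mM tranylcypromine and 1 = vehicle-only wells; values of inactives mirror those of a sister screen read the other way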
Active calls of the source: *; nt = no result given. Cut-off read from the data, not from the text of the source, unless noted: active = inhibition above about 30%; inactive = the rest.

1	CCNC(=O)NC(=O)COC(=O)CCCSc1nc2ccccc2[nH]1
2	CCn1c(C(C)NC(=O)c2cccs2)nc2ccccc21 (centres undefined)
3	Cc1noc(NS(=O)(=O)c2ccc(NC(=O)c3cnc4n(c3=O)CCS4)cc2)c1C
4	CC1(C)Cc2c(C#N)c(NC3CCCCC3)nc(-c3ccco3)c2CO1
5	CC(C)NC(=S)N/N=C1\CCCCC1C1CCCCC1 (centres undefined)
6	COc1ccc(CSCCN)cc1Cl
7	CC(C)(C)NC(=O)c1sccc1C(=O)O
8	COCCn1c(-c2ccc(OC)cc2)cnc1N
9	CCCNC(=O)N1CCN(c2nc(C(C)C)c3c(c2C#N)CC(C)(C)OC3)CC1
10	O=S1(=O)NC(=NC2CCCCCC2)c2ccccc21
screen / no.	1	2	3	4	5	6	7	8	9	10
S1P2 antag	12	nt	-3	nt	-4	0	14	nt	-3	7
PostGolgi yeast	15	-7	nt	-11	-5	2	-3	2	-2	7
DAT uptake mod	-1	0.43	-0.53	1.4	0.26	0.17	-0.95	-0.061	0.23	nt
sEH inhibitor	nt	nt	-1	nt	3	14	nt	nt	-12	10
CYP2C19 inhib	29	33	nt	6	63*	64*	nt	-8	87*	28
PostGolgi ctrl	20	23	nt	12	30*	0	10	-1	10	29
sEH activator	nt	nt	4	nt	-2	-12	nt	nt	9	-9
S1P2 ag	-4	nt	-2	nt	-8	-5	-10	nt	-1	-5
CYP2C19 activ	0.7	0.7	nt	0.9	0.4	0.4	nt	1.1	0.1	0.7

11	O=C(CCCSc1nc2sc3c(c2c(=O)[nH]1)CCC3)NCCO
12	COc1ccc2c(c1OC)C(=O)N(c1cccc(C)c1)C2=O
13	COc1ccc(OC)c(-c2nnc(SCC(=O)NC3CCCCC3)o2)c1
14	CC(CC1C(C#N)=C(N)SC(N)=C1C#N)c1ccccc1 (centres undefined)
15	CSc1ccc(S(=O)(=O)N2CCN(Cc3ccc4c(c3)OCO4)CC2)cc1
16	COc1ccc(C2C(C(=O)N3CCCC3)c3cc(OC)c(OC)cc3C(=O)N2C)cc1OC (centres undefined)
17	CCOC(=O)c1c(NC(=O)CN2CCCCC2)sc2c1CCC(C=O)=C2Cl
18	CCN(CC)c1ccc(C2N(C(=O)N3CCOCC3)CCN2S(=O)(=O)c2ccc(C)cc2)cc1 (centres undefined)
19	COc1ccc(NC(=O)C2CCCN(S(=O)(=O)c3ccc(C)cc3)C2)cc1OC (centres undefined)
20	O=C(CCn1c(=O)[nH]c2ccsc2c1=O)N1CCN(Cc2ccc3c(c2)OCO3)CC1
screen / no.	11	12	13	14	15	16	17	18	19	20
S1P2 antag	6	-6	nt	0	nt	nt	13	20	-1	-22
PostGolgi yeast	-4	22	-3	1	55*	0	40*	6	nt	-3
DAT uptake mod	-0.0012	-0.41	1.6	0.39	0.52	1	0.022	0.0068	0.55	nt
sEH inhibitor	9	2	nt	-16	nt	nt	1	14	10	-4
CYP2C19 inhib	6	20	43	92*	26	-18	-5	26	nt	10
PostGolgi ctrl	0	10	7	3	53*	2	8	0	nt	6
sEH activator	-7	-1	nt	16	nt	nt	0	-12	-10	5
S1P2 ag	-3	-4	nt	-3	nt	nt	-4	-2	-1	-7
CYP2C19 activ	0.9	0.8	0.6	0.1	0.7	1.2	1.1	0.7	nt	0.9

Overlap with the part before: four compounds; new compounds follow.
17	CCOC(=O)c1c(NC(=O)CN2CCCCC2)sc2c1CCC(C=O)=C2Cl
18	CCN(CC)c1ccc(C2N(C(=O)N3CCOCC3)CCN2S(=O)(=O)c2ccc(C)cc2)cc1 (centres undefined)
19	COc1ccc(NC(=O)C2CCCN(S(=O)(=O)c3ccc(C)cc3)C2)cc1OC (centres undefined)
20	O=C(CCn1c(=O)[nH]c2ccsc2c1=O)N1CCN(Cc2ccc3c(c2)OCO3)CC1
21	CC1CC(C(F)F)n2nc(C(=O)O)cc2N1 (centres undefined)
22	Cc1cc(C)n(C(=O)CCNC(=O)c2ccccc2Cl)n1
23	CSc1ccc(CNc2ccc(Cl)cc2)cc1
24	CN(C)S(=O)(=O)Nc1ccc(C(=O)O)cc1
25	Cc1ccc2nc(NC(=O)Cc3cccs3)sc2c1
26	CC(=O)c1c(C)[nH]c(C(=O)OC2CCOC2=O)c1C (centres undefined)
27	Oc1cc(Cc2ccccc2)cnc1CN1CCOCC1
28	O=C(c1ccc(COc2ccccc2Br)o1)N1CCCCCC1
29	COc1ccccc1-c1cc(C(=O)Nc2cccnc2)no1
30	COC(=O)CN(c1ccccn1)S(=O)(=O)c1ccccc1
screen / no.	17	18	19	20	21	22	23	24	25	26	27	28	29	30
S1P2 antag	13	20	-1	-22	-6	19	-15	15	-24	nt	19	-21	1	6
PostGolgi yeast	40*	6	nt	-3	1	nt	-4	14	9	9	-11	-1	10	13
DAT uptake mod	0.022	0.0068	0.55	nt	-1.9	0.93	-0.58	1.4	0.03	-0.11	2.2	1.1	nt	-0.17
sEH inhibitor	1	14	10	-4	13	3	9	0	10	nt	4	7	10	-7
CYP2C19 inhib	-5	26	nt	10	-3	nt	96*	7	24	-8	42	10	27	-24
PostGolgi ctrl	8	0	nt	6	2	nt	2	-8	3	0	-1	38*	8	12
sEH activator	0	-12	-10	5	-11	0	-6	0	-10	nt	-4	-6	-9	7
S1P2 ag	-4	-2	-1	-7	-4	-9	-3	-3	-7	nt	-5	-6	-3	0
CYP2C19 activ	1.1	0.7	nt	0.9	1	nt	0	0.9	0.8	1.1	0.6	0.9	0.7	1.2

A second format for part of the listing above.
Each structure is followed by: S1P2 antag | PostGolgi yeast | DAT uptake mod | sEH inhibitor | CYP2C19 inhib | PostGolgi ctrl | sEH activator | S1P2 ag | CYP2C19 activ
23: CSc1ccc(CNc2ccc(Cl)cc2)cc1
  -15 | -4 | -0.58 | 9 | 96* | 2 | -6 | -3 | 0
24: CN(C)S(=O)(=O)Nc1ccc(C(=O)O)cc1
  15 | 14 | 1.4 | 0 | 7 | -8 | 0 | -3 | 0.9

(cont.)
31	CC(NC(=O)CCNS(=O)(=O)c1ccc2c(c1)c(=O)n(C)c(=O)n2C)c1ccccc1 (centres undefined)
32	Cc1ccc(NC(=O)CN2CCC(NC(=O)Cc3ccccc3)CC2)cc1C
33	COCP(=O)(c1ccccc1)c1ccccc1
34	CCCCc1ccc(Nc2ncccc2C#N)cc1
35	CCN1CCN(Cc2c(OC)ccc3ccccc23)CC1
36	COc1ccccc1NC(=O)CSC1=NC(=O)C(NC(C)=O)C(=O)N1 (centres undefined)
37	Cc1ccc(S(=O)(=O)NCc2ccc(C(=O)N3CCN(c4ccccn4)CC3)cc2)cc1
38	O=P(COCCO)(c1ccccc1)c1ccccc1
39	CC(Oc1ccc(Cl)cc1)c1ccnn1S(C)(=O)=O (centres undefined)
40	Cc1oc2ccccc2c1-c1cn2c(n1)SCC2
screen / no.	31	32	33	34	35	36	37	38	39	40
S1P2 antag	-4	7	5	-11	-6	22	-4	-2	0	-5
PostGolgi yeast	-6	5	-3	2	-16	-7	-6	-3	4	-18
DAT uptake mod	-0.34	-0.53	1.5*	-0.4	0.53	0.022	0.17	0.99	0.27	-0.023
sEH inhibitor	-14	-30	-4	10	-7	-12	nt	1	1	0
CYP2C19 inhib	6	3	7	16	11	-11	21	6	70*	-12
PostGolgi ctrl	5	9	0	15	-5	5	-10	2	-5	3
sEH activator	13	26	3	-8	10	11	nt	0	-4	1
S1P2 ag	0	-7	-4	0	-2	-6	-2	-5	-5	1
CYP2C19 activ	0.9	1	0.9	0.8	0.9	1.1	0.8	0.9	0.3	1.1

41	CCCCCCCC(=O)NNC(=O)c1ccc([N+](=O)[O-])cc1
42	COc1ccc(-c2cc(C(F)F)nc(-n3nc(C)cc3C)n2)cc1
43	O=C(NCC1CCS(=O)(=O)C1)Oc1ccccc1 (centres undefined)
44	CCNC(=O)N1CCOCC1
45	CCOC(=O)CCC(=O)NCc1ccc2c(c1)cc(C)n2C
46	O=C(Cn1c(=O)[nH]n(-c2ccccc2)c1=O)N1CCCc2ccccc21
47	CS(=O)(=O)N(CC(=O)N1CCCCCC1)c1ccc2c(c1)OCCO2
48	O=C(Nc1ccc(S(=O)(=O)Nc2nccc(C3Cc4ccccc4C(=O)O3)n2)cc1)c1ccccc1 (centres undefined)
49	Cc1oc2c(CN(C)C)c(O)ccc2c(=O)c1-c1ccc2ccccc2n1
50	COc1ccc(C(C(=O)Nc2ccc(F)cc2)N(C(=O)Cn2nnc3ccccc32)C2CC2)cc1 (centres undefined)
screen / no.	41	42	43	44	45	46	47	48	49	50
S1P2 antag	-1	-5	19	-7	2	12	-3	2	13	23
PostGolgi yeast	0	-1	-5	-6	11	-15	3	-7	-6	0
DAT uptake mod	0.15	0.026	0.11	-0.97	0.88	-0.028	-0.064	0.019	0.27	nt
sEH inhibitor	9	-9	7	9	nt	8	-15	-6	0	14
CYP2C19 inhib	12	1	16	0	-6	8	18	27	12	23
PostGolgi ctrl	-8	31*	-5	-5	0	3	1	8	35*	12
sEH activator	-5	11	-7	-7	nt	-7	13	5	-1	-12
S1P2 ag	-5	-3	0	-2	-8	-3	1	-4	-1	-6
CYP2C19 activ	0.9	1	0.8	1	1.1	0.9	0.8	0.7	0.9	0.8

51	O=S(=O)(Cc1ccccc1)NCc1cccnc1
52	CCCc1cc(=O)oc2c(CN3CCCC3)c(O)ccc12
53	COc1ccccc1N1CCN(Cc2nc(N)nc(Nc3ccc(C)cc3)n2)CC1
54	O=C1c2cccnc2C(=O)N1c1ccccc1-c1ccccc1
55	CCn1cc(C(=O)N2CC(C)CC(C)C2)c(=O)c2cc(S(=O)(=O)N3CCOCC3)ccc21 (centres undefined)
56	CCOc1cc(/C=N/NC(N)=O)cc(Br)c1OCC(=O)Nc1ccccc1C
57	COc1ccc(S(=O)(=O)n2ccnc2)c2cccnc12
58	CCc1ccc2c(c1)C(c1ccc([N+](=O)[O-])cc1)=NNC(c1ccc(F)cc1)=N2
59	N#CCSc1nnc(C2CCCCC2)n1Cc1ccccc1
60	CCOC(=O)c1c(C)[nH]c(N=Nc2ccc(C)cc2)c1C
screen / no.	51	52	53	54	55	56	57	58	59	60
S1P2 antag	10	-9	18	-15	-11	-9	-11	-19	-10	5
PostGolgi yeast	16	9	-1	-3	0	0	-2	26	0	2
DAT uptake mod	1.5	0.36	0.17	-1.1	-1.8	0.82	-0.21	-1.3	0.13	0.11
sEH inhibitor	-13	-5	-16	nt	8	-7	-13	8	0	-2
CYP2C19 inhib	-4	3	49	56*	4	59*	56*	-17	48	0
PostGolgi ctrl	-5	6	16	9	12	11	-10	3	23	9
sEH activator	16	8	14	nt	-6	9	9	-6	-1	0
S1P2 ag	2	0	-7	-3	-4	-4	2	-5	-4	-4
CYP2C19 activ	1	1	0.5	0.4	1	0.4	0.4	1.2	0.5	1

61	COc1ccc(CN(CCCN2CCOCC2)S(=O)(=O)N(C)C)cc1OC
62	Cc1ccc2oc(-c3ccccc3)nc2c1
63	O=S(=O)(NCCSc1nnc(-c2ccco2)n1-c1ccccc1)c1ccccc1
64	O=C(COC(=O)c1ccccc1NC(=O)c1ccco1)Nc1ccc2c(c1)OCO2
65	Cc1ccc(NC(=O)/C(C#N)=C/c2ccc(C)s2)c(C)c1
66	CCCCC(CC)COC1(c2ccccc2)OC(=O)c2ccccc21 (centres undefined)
67	O=C(c1nc2nc(-c3ccccc3)cc(C(F)(F)F)n2n1)N1CCOCC1
68	C=CCn1c(SCC(=O)NC(=O)NCCC)nnc1C1CCCCC1
screen / no.	61	62	63	64	65	66	67	68
S1P2 antag	-21	-7	-23	2	1	1	25	21
PostGolgi yeast	-5	nt	11	2	-2	0	-6	0
DAT uptake mod	0.57	0.85	-0.014	-0.0031	0.0098	0.048	-0.0047	0.3
sEH inhibitor	20	-6	14	nt	3	-5	5	-14
CYP2C19 inhib	9	10	76*	17	11	28	14	58*
PostGolgi ctrl	6	19	2	5	13	-1	0	2
sEH activator	-20	8	-14	nt	0	6	-4	14
S1P2 ag	-4	-2	-1	-2	-11	-11	-9	-4
CYP2C19 activ	0.9	0.9	0.2	0.8	0.9	0.7	0.9	0.4
